HEK293 tox: qHTS of GLP-1 Receptor Inverse Agonists: Cytotox Screen | HEK293 cAMP-luciferase reporter cells, luminescence, 24 h | Potency, µM (doses to about 38.3 µM), without a hit: top-dose activity change, negative = inhibition, hits mostly inhibitors | hit rate 0.13% among 410,000;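 further: loss of luciferase light is scored as toxicity; potency means the concentration at half of the fitted maximal effect; on the % scale 0 is the no-effect control and ±100 the full control effect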
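Compound-treated cells are incubated 24 hr at 37 deg C under 5% CO2 after a 12 hour attachment period, then luciferase detection reagent is added and luminescence is measured following 12 min at room temperature; lowered signal indicates toxicity.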
TDP43 rescue: qHTS of TDP-43 Inhibitors; TDP-43 expressing yeast growth rescue, BacTiter-Glo, 24 h; hit rate 1.8% among 410,000; Potency, µM (doses to about 46.1 µM), for inactives: at the top dose growth rescue (activation), actives largely listed as activators; AID 652104, 2013; further: potency means the concentration at half of the fitted maximal effect; % of control where 0% means no effect; nearly all actives have a fitted effect of over 50% in size
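In this qHTS, compounds that restore growth of yeast expressing TDP-43 appear as activators. Cells (OD600=0.02, galactose medium, raffinose-pregrown) are incubated with compound 24 hr at 30 deg C and growth is quantified by BacTiter-Glo.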
Akt phos inh: HTS Assay for Inhibitors of Akt Phophorylation: Primary Screen; hit rate 0.32% among 360,000; Neuro2A IGF-stimulated pAkt S473 HTRF, 20 min; active compounds read low; activity change, % for hits at 50 µM; in the data active means activity change below about -80%; inconclusive means mostly about -51% to -80%; further: on the % scale 0 is the no-effect control and ±100 the full control effect
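Neuro2A cells (4,500/well, DMEM with 0.5% FBS) were treated with compound at a single 50 µM final concentration, stimulated with 6 nM IGF for 20 min at 37 °C, and lysed. Phospho-Akt Ser473 was read by HTRF as 665/615 ratio ×10^4.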
GLP1R inv ag: qHTS of GLP-1 Receptor Inverse Agonists (Inhibition Mode). Glucagon-like peptide 1 receptor (Homo sapiens), P43220. HEK293 GLP-1R CRE-luciferase, luminescence, 24 h; GLP-1R form is constitutively active. Potency, µM (series often up to 38.3 µM), inactives show at the top dose activity change, negative = inhibition, actives largely listed as inhibitors. hit rate 1.6% among 410,000. AID 624417, 2012; further: potency means the concentration at half of the fitted maximal effect; on the % scale 0 is the no-effect control and ±100 the full control effect; nearly all actives have a fitted effect of over 55% in size
Target sequence (P43220 whole entry, looked up): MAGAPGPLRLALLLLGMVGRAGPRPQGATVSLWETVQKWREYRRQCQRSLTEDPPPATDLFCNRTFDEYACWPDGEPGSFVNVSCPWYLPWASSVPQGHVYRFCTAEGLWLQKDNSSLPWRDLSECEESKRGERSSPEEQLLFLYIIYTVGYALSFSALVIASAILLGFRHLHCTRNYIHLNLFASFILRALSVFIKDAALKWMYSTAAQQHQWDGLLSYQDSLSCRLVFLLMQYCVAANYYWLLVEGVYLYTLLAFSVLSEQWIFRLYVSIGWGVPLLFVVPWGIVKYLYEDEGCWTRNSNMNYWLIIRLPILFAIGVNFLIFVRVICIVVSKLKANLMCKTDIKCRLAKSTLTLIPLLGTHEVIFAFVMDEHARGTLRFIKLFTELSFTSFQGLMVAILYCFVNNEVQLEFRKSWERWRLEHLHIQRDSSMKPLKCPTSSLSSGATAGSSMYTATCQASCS
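HEK293 cells stably co-expressing a cAMP-responsive luciferase reporter and constitutively active GLP-1R were seeded, incubated 12 h, then exposed to compounds for 24 h at 37 C. Luminescence was read 12 min after detection reagent; inverse agonists lower signal.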
FUS suppressor: qHTS for Suppressors of FUS Proteinopathy: Primary screen using FUS-linked yeast assay. hit rate 0.24% among 390,000. AID 1347120, 2019. Potency, µM (series often up to 76.6 µM), for the others: at the highest dose growth rescue (activation), hits mostly activators. S. cerevisiae FUS-expressing, growth rescue, OD600, 24 h;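 further: potency means the concentration at half of the fitted maximal effect; plate controls were DMSO vehicle for no effect and reference control for full effect; nearly all actives have a fitted effect of over 55% in size; some results filed as inactive show a strong effect at the top dose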
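Yeast expressing FUS under galactose induction, OD 0.005 in 2% galactose medium; compounds in a dilution series, 24 h at 30C. Growth rescue by absorbance at 600 nm; CP55940 positive control, DMSO negative.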
MmCpn inh: Inhibitors of TCP-1 ring complex (TRiC) of Methanococcus maripaludis (MmCpn): qHTS. purified Mm-Cpn ATPase, ADP Transcreener TR-FRET. hit rate 0.031% among 330,000. Chaperonin Mm-Cpn (Methanococcus maripaludis). Potency, µM (highest dose often 76.9 µM), inactives show at the highest dose activity, negative = inhibition, actives largely listed as inhibitors; further: potency means the concentration at half of the fitted maximal effect; on the % scale 0 is the no-effect control and ±100 the full control effect; nearly all actives have a fitted effect of over 80% in size
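Quantitative HTS used 25 nM Mm-CPN and 10 uM ATP in magnesium/KCl Tris buffer, pH 7.4, with 1 mM DTT. Hydrolysis ran 30 min at 37°C; ADP was read by HTRF.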
Abeta yeast res: qHTS for compounds that reverse cellular toxicity of Amyloid beta (A-beta) peptide in yeast: Primary Screen | yeast expressing A-beta42, growth rescue, OD600, 48 h; response scale: 0% DMSO, 100% iron-clioquinol control | Potency, µM (series often up to 46.1 µM), without a hit: top-dose growth rescue, actives largely listed as activators | hit rate 0.063% among 410,000; further: potency means the concentration at half of the fitted maximal effect; nearly all actives have a fitted effect of over 55% in size
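Yeast growth medium received pinned compounds, then yeast cells expressing toxic A-beta were added; plates incubated at 30 C for 48 hr. Growth read as absorbance at 600 nm, normalized to DMSO and equimolar FeCl3 plus clioquinol controls.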
aSyn yeast inh: qHTS of alpha-syn Inhibitors. hit rate 0.14% among 370,000. Yeast expressing alpha-synuclein, growth rescue, BacTiter-Glo, 24 h. Potency, µM (highest dose often 46.1 µM), inactives show at the top dose growth rescue (activation), usual class: activators. AID 652106, 2013; further: potency means the concentration at half of the fitted maximal effect; % of control where 0% means no effect; nearly all actives have a fitted effect of over 65% in size
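Screening used galactose-induced yeast with toxic alpha-synuclein levels, exposed to compound for 24 hr at 30 deg C. Cell growth, read with BacTiter-Glo luminescence, gave the measured signal.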
PTHR1 ag: qHTS for PTHR1 Agonists: Primary Screen | HEK293 GP2 PTHR1 cells, GloSensor cAMP luminescence, 1 h | Potency, µM (highest dose often 115 µM), for inactives: top-dose activation, actives largely listed as activators | hit rate 0.075% among 410,000; further: potency means the concentration at half of the fitted maximal effect; nearly all actives have a fitted effect of over 55% in size; some results filed as inactive show a strong effect at the top dose; inactives centre near -15; many of its hits are not listed in these tables
Target sequence (Q03431 whole entry, looked up): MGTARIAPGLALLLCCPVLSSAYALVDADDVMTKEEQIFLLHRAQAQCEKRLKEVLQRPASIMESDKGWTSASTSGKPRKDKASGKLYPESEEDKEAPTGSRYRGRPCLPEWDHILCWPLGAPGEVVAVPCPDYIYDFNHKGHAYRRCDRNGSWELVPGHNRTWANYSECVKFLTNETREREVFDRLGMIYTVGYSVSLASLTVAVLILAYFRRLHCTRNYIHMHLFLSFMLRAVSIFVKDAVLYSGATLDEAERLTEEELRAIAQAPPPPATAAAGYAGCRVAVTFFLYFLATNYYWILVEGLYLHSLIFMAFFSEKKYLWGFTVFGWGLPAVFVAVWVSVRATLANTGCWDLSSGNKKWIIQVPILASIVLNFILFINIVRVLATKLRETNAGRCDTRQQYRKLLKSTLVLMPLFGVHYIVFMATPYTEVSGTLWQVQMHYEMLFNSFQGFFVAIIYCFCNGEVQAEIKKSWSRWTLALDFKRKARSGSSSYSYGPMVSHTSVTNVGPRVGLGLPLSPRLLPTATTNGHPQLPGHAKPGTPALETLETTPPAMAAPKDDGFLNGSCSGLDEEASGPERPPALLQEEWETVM
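HEK-293-derived GP2 cells expressing PTHR1 and a GloSensor cAMP reporter, 3,000/well, plated overnight, given luciferin plus IBMX (each 0.5 mM as added) for 1 h at 37 °C, then compound for 1 h at 37 °C. Luminescence was read after 15 min at room temperature.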
Numbers without * were called inactive; i = inactive; ? = inconclusive; . = not tested or not shown; [ ] = remark or other dose. Unless noted, the call rests on the fitted dose curve; in most records, active means well fitted curve in the direction sought with a large enough effect; inconclusive means small, poorly fitted or top-dose-only effect, or another doubt; inactive means no such curve, though single readings can be large; an effect the other way counts as inactive or inconclusive. Not all compounds are listed; rates above refer to the full screens.

SMILES	HEK293 tox	TDP43 rescue	Akt phos inh	GLP1R inv ag	FUS suppressor	MmCpn inh	Abeta yeast res	aSyn yeast inh	PTHR1 ag
Cc1ccnc(NC(=O)c2cc(S(=O)(=O)NCc3ccccc3)ccc2C)c1	2%	13%	i	?	21%	-2%	1%	-4%[1.84 µM]	-22%
O=C(NC12CC3CC(CC(C3)C1)C2)C1=COCCO1	0%	12%	i	-7%	-12%	1%	-5%	-1%	i
CC(C)(C)c1ccc(-c2nnc(NC(=O)c3ccccc3)s2)cc1	1%	-18%	i	?	6%	-3%	7%	1%	-7%[57.5 µM]
O=C(N=C1N=C2C=CC=CN2Cc2ccccc21)c1ccc(S(=O)(=O)N2CCOCC2)cc1	-15%	12%	i	17%	-3%	0%	-7%	-2%	-46%[inhibitor]
C[C@H](CO)N1C[C@H](C)[C@@H](CN(C)C(=O)Nc2ccc(C(F)(F)F)cc2)Oc2ccc(NS(=O)(=O)c3cccs3)cc2C1=O	-39%	2%	i	?	?	2%	11%	0%	-18%
O=C(Cn1nnc(-c2ccc(F)cc2)n1)OCC(=O)c1ccccc1	-5%	-6%[0.397 µM]	i	5%	6%	2%	-7%	14%	i
C[C@@H]1CN([C@@H](C)CO)C(=O)c2cc(NS(C)(=O)=O)ccc2O[C@@H](C)CCCCO[C@H]1CN(C)Cc1ccc2c(c1)OCO2	-29%	5%	i	15%	0%	.	10%	-12%	-21%
COc1ccccc1NS(=O)(=O)c1cc(NC(=O)C(C)(C)C)ccc1N1CCOCC1	-1%	16%	i	2%	23%	-2%	6%	2%	i
COc1ccc(Nc2c(-c3ccc(OC)cc3)nc3cnccn23)cc1	5%	19%	i	13%	14%	-2%	13%	2%	-17%
Cc1cc(C)cc(NC(=O)c2ccc3c(c2)CCN3S(C)(=O)=O)c1	0%	9%	i	-27%	27%	2%	-9%	4%	-4%
C=CCN(CC=C)Cc1cc(=O)oc2ccc3ccccc3c12	-3%	0%	i	?	-7%	.	3%	1%	-15%
CCOc1ccc(C(=S)NC2CCCCC2)cc1	-3%	?	i	0%	-6%	-1%	2%	-2%	-29%
O=C(N/N=C/c1ccc(Cl)cc1Cl)C(=O)NC1CC1	1%	-16%[0.397 µM]	i	11%	-1%	-1%	6%	-6%	-6%
O=C(Cn1cc(S(=O)(=O)Cc2ccccc2)c2ccccc21)Nc1ccccc1	0%	9%	i	-29%	.	-9%	-14%	1%	i
COc1ccc(CN2CC[C@@H]3CN(C(C)=O)[C@H](c4ccccc4Br)C[C@@H]32)cc1	5%	16%	i	17%	-20%	.	-9%	6%	-10%
COc1ccccc1CC(=O)Nc1cc(C)ccn1	4%	-1%	i	5%	-10%	-1%	-3%	8%	i
COc1cc(NC(=O)CN2C(=O)C(c3ccccc3)=NC23CCCCCC3)cc(OC)c1	-8%	6%	i	?	.	1%	?	15%	i
O=C(O)CSCCc1ccccn1	3%	12%	i	1%	-12%	1%	11%	4%	i
S=c1[nH]cc(-c2ccccc2)[nH]1	0%	6%	i	-15%	-18%	2%	-1%	0%	i
O=c1cc(NCc2ccco2)c2ccccc2o1	-1%	-4%	i	-10%	7%	1%	9%	4%	i
CCOc1ccc(CCNC(=O)C2CCN(S(=O)(=O)N3CC(C)CC(C)C3)CC2)cc1OCC (configuration not stated)	1%	7%	i	4%	-19%	3%	-5%	-2%	i
Nc1nc(N)c2cc([N+](=O)[O-])ccc2n1	0%	30%	i	60%[activator]	-10%	.	-3%	-1%	i
CN(Cc1ccccc1OCCO)CC1CCCN(CCc2ccc(Cl)cc2)C1 (configuration not stated)	-4%	17%	i	?	-11%	-4%	-8%	-17%	i
Cc1cc(Cl)ccc1Oc1nc(-c2ccccc2)ncc1S(C)(=O)=O	21%	2%	i	4%	-11%	-1%	-5%	5%	-23%
Cn1c(-c2ccccc2)cc2onc(-c3ccccc3)c2c1=O	0%	28%	i	?	-22%	2%	-31%[inhibitor]	1%	-45%
Cc1ccc(C)c(NC(=O)CSc2n[nH]c(-c3ccncc3)n2)c1	-24%	13%	i	-29%	-2%	-4%	3%	5%	i
O=C(Nc1ncc(Cc2ccc(F)cc2)s1)c1ccc2c(c1)CC(c1ccccc1)OC2=O (configuration not stated)	1%	21%	.	14%	-4%	.	-5%	.	i
CCOc1ccc(Cc2nnc(SCC(N)=O)n2C)cc1	-2%	-26%	i	0%	6%	0%	-8%	0%	i
COC(=O)C(CCSC)NC(=O)CNS(=O)(=O)c1ccc(Cl)cc1 (configuration not stated)	-7%	11%	i	-5%	12%	-1%	-9%	-1%	i
O=C(O)CC(Cc1ccc(Cl)cc1)C(=O)NCC12CC3CC(CC(C3)C1)C2 (configuration not stated)	-14%	23%	i	?	-24%	2%	4%	1%	i
Cc1ccsc1C(C(=O)NCc1ccccc1)N(C(=O)c1csnn1)c1ccccc1 (configuration not stated)	-2%	-17%	i	2%	-1%	-1%	-20%	-1%	i
COc1ccccc1COCC(O)CNCCc1ccc(C(F)(F)F)cc1 (configuration not stated)	?	-16%	i	?	-16%	1%	-15%	-4%	i
Cc1cccc(NC(=O)C2CCCN(S(=O)(=O)c3ccc(Br)s3)C2)c1 (configuration not stated)	-13%	23%	.	?	-19%	.	13%	.	-9%
COc1ccc(CCNC(=O)c2ccnc(C(C)(C)C)c2)cc1OC	10%	-6%	i	5%	13%	.	-6%	-7%	-20%
Cc1ccc(C(=O)C2OC(=O)C(C)(C)C(=O)C2(C)C)cc1 (configuration not stated)	-10%	?	i	1%	-21%	-2%	23%	13%	-20%
Cc1cc(Cl)ccc1OCC(=O)NCCCn1ccnc1	-11%	4%	i	-18%	-2%	0%	7%	2%	i
CCCCNS(=O)(=O)c1ccc2nc(-c3cccnc3)cc(C(=O)NCCCOC(C)C)c2c1	2%	14%	.	4%	9%	.	6%	.	-26%
COc1ccc(NC(=O)c2nc[nH]c2C(=O)N(C)Cc2ccccc2)cc1	4%	15%	i	6%	-7%	-2%	-7%	14%	i
CCc1ccc(NC(=O)Cn2cc([N+](=O)[O-])nc2C)cc1	1%	-1%	i	-1%	-17%	0%	-6%	3%	18%
O=C(O)CCCCn1c(SCc2cc(=O)n3cc(Cl)ccc3n2)nc2ccsc2c1=O	2%	0%	i	0%	-19%	1%	15%	2%	-22%
C/C(=N\OC(=O)c1ccc(Cl)c(Cl)c1)c1sc(C)nc1C	-9%	-10%	i	1%	-6%	1%	26%	-12%	?
CC(=O)c1cccc(NC(=O)CN(c2cccc(F)c2)S(C)(=O)=O)c1	6%	4%	i	-5%	0%	1%	-2%	0%	-18%
CC(C)c1c(O)nc(SCC(=O)Nc2ccc3c(c2)CCC3)[nH]c1=O	5%	15%	i	10%	18%	.	7%	9%	-21%
Cc1ccc2sc(C)[n+](CCCS(=O)(=O)[O-])c2c1	4%	-21%	i	-8%	5%	-3%	-3%	-3%	0%
Cc1cc(C)c(C(=O)COC(=O)CCNS(=O)(=O)c2c(Cl)cccc2Cl)cc1C	-11%	?	i	2%	.	0%	1%	16%	i
CC(C)c1cc(C(=O)NCCc2cccs2)c(N)s1	3%	21%	i	-11%	12%	.	-12%	3%	-35%[inhibitor]
COc1ccc(CNC(=O)c2sc(=O)n(Cc3ccc(S(=O)(=O)N(C)C)cc3)c2C)cc1	6%	-12%	i	-17%	?	.	-6%	-1%	i
COc1ccccc1N1CCN(C(=O)CSc2nc(-c3ccccc3)cc(=O)[nH]2)CC1	-15%	7%	i	19%	5%	2%	15%	2%	-19%

Looked up above.
HEK293 tox with Cc1cc(C)c(C(=O)COC(=O)CCNS(=O)(=O)c2c(Cl)cccc2Cl)cc1C = -11%
PTHR1 ag with CC(C)c1cc(C(=O)NCCc2cccs2)c(N)s1 = -35%[inhibitor]

Reprinted at random: 2 entries already listed.
SMILES	HEK293 tox	TDP43 rescue	Akt phos inh	GLP1R inv ag	FUS suppressor	MmCpn inh	Abeta yeast res	aSyn yeast inh	PTHR1 ag
CC(C)c1cc(C(=O)NCCc2cccs2)c(N)s1	3%	21%	i	-11%	12%	.	-12%	3%	-35%[inhibitor]
COc1ccccc1N1CCN(C(=O)CSc2nc(-c3ccccc3)cc(=O)[nH]2)CC1	-15%	7%	i	19%	5%	2%	15%	2%	-19%

Continued:
SMILES	HEK293 tox	TDP43 rescue	Akt phos inh	GLP1R inv ag	FUS suppressor	MmCpn inh	Abeta yeast res	aSyn yeast inh	PTHR1 ag
NC(=S)N=Nc1c(O)n(Cc2ccccc2)c2ccccc12	?	-16%	i	?	2%	0%	1%	-7%	i
CC(=O)c1ccc(C(=O)N(CCCN(C)C)c2nc3c(C)c(C)ccc3s2)cc1	-8%	-10%	.	?	-3%	.	-12%	.	-16%
CCOC(=O)CNC(=O)N(C)[C@H]1C[C@H]2c3[nH]c4ccccc4c3CCN2C(=O)[C@H]1[C@H](C)O	5%	27%	i	21%	-14%	.	-2%	-7%	-24%
CC(=O)c1c(C)[nH]c(C(=O)OCc2cccc(Cl)c2)c1C	-7%[0.307 µM]	16µM*	i	6%[0.307 µM]	7%	0%	19%	-9%	-45%[inhibitor]
COc1ccccc1OCCNC(=O)c1cccc(S(=O)(=O)N2CCN(C)CC2)c1	24%	2%	i	8%	.	-1%	0%	1%	i

Screening data as filed in PubChem BioAssay.
